# Screening results deposited in PubChem by Broad Institute.
# PGC1a acetyl inh: lowers PGC1a acetylation signal in U2OS cells | 350,000 compounds, 0.17% hits | AID 651687 | AlphaScreen anti-acetyl-lysine; with virally co-expressed GCN5 acetyltransferase | inhibition, % at 15.6 µM;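 active = every replicate shows inhibition of at least 40%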;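 also: 0% = neutral control wells and 100% = positive control wells; some results beyond the cut were filed as inactive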
# EWS-Fli block: EWS/Fli transcriptional activity inhibition; 350,000 compounds, 0.67% hits; A673 NR0B1-luciferase reporter, viability-normalised; inhibition, % at 12.6 µM; AID 651661;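 active = mean inhibition of at least 50% after viability correction, with every replicate also passing that limit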;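 also: firefly luciferase signal divided by Alamar Blue viability fluorescence both relative to DMSO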
# PAX8 reporter: inhibitors of PAX8 transcriptional activity in RMG-I cells. RMG-I TPO-luciferase reporter, SteadyGlo, 24 h. inhibition, % at 12.6 µM. 360,000 compounds, 1.2% hits. AID 652154;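 active = mean replicate inhibition at least 60% with every replicate also reaching 60%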;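 also: luciferase light reporting Pax8 driven TPO promoter activity; plate controls were median of neutral control wells for no effect and mitoxantrone controls for full effect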
# ERAP1 inh: inhibitors of human ERAP1 aminopeptidase | recombinant ERAP1, Leu-AMC fluorescence, 60 min | Q9NZ08 | 340,000 compounds, 0.15% hits | inhibition, % at 10.7 µM;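 active = mean replicate inhibition of at least 30%, or all replicates individually reaching that 30% level; inactive = mean below 30% and not every replicate reaching it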;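 also: 0% = neutral control wells and 100% = L-leucinethiol positive control wells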
# Target sequence (Q9NZ08 whole entry, looked up): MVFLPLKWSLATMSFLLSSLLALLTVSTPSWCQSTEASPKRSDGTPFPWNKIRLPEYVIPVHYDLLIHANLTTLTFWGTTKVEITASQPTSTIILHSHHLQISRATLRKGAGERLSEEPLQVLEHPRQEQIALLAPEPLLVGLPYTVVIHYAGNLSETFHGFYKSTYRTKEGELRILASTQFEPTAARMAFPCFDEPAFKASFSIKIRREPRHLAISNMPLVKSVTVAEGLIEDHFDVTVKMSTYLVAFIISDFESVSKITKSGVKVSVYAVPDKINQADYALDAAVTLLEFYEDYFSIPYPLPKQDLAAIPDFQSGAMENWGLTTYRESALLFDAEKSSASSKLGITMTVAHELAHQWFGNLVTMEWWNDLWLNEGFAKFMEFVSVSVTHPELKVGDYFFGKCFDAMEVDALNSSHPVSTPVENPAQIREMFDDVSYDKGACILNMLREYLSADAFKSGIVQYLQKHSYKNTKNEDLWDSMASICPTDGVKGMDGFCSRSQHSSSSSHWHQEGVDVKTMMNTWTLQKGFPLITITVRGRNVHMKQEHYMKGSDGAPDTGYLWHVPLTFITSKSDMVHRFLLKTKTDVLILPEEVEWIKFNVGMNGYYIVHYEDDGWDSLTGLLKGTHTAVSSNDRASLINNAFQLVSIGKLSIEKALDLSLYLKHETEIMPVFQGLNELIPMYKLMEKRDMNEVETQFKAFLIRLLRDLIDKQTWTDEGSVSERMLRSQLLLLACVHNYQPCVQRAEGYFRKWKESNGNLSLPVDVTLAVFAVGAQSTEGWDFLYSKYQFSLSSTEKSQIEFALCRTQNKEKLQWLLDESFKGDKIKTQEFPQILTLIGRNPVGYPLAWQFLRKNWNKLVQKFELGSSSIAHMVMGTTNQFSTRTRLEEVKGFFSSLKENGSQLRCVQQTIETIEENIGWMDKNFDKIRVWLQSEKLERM
# FN deposit inh: fibronectin deposition inhibition. AID 743247. AH1F fibroblasts, Alexa488-fibronectin deposition fluorescence, overnight. 350,000 compounds, 0.086% hits. inhibition, % at 12.6 µM;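 active = mean inhibition across replicates of 30% or more, regardless of how many single replicates reach that level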;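 also: positive control wells lacked labelled fibronectin entirely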
#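 Measured by – fluorescence 485/525 nm · System – AH1F fibroblast monolayer, labelled fibronectin deposition · Amount – 10000 cells per well · Buffer or medium – serum-reduced DMEM (2% serum) · Doses – single dose, pinned · Also added – fluorescent fibronectin at 24 nM final · Schedule – 1 h cell attachment, overnight exposure to compound and label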
# S100A4 inh HTS: S100A4-myosin IIA interaction inhibition; 360,000 compounds, 0.14% hits; inhibition, % at 10.7 µM; P26447; AID 652163; S100A4/TAMRA-MyoIIA peptide fluorescence polarization;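 active = mean inhibition of at least 70% across replicates, with every replicate also reaching that level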
# Target sequence (P26447 whole entry, looked up): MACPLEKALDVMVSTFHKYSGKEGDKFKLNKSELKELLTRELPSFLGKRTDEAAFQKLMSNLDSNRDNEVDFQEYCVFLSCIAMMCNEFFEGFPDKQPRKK
#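 Material: S100A4 monomer protein / Buffer or medium: 50 mM HEPES pH 7.2, 10 mM CaCl2, 100 mM KCl / Times: 5 min incubation before reading / Benchmarks: neutral control DMSO, positive control TFP / Reagent: labelled myosin peptide probe, 5 nM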
# PglD inh: blocks C. jejuni PglD acetyltransferase activity; purified PglD enzyme, DTNB colorimetric CoA detection; inhibition, % at 12.5 µM; 360,000 compounds, 0.098% hits; AID 602405; in the data active = inhibition above about 16%, passing the limit was not always enough; also: strong numbers were not always called active
# LGR2 inh: inhibitors of bursicon-induced Drosophila LGR2 receptor cAMP signaling | HEK293 LGR2, CRE-luciferase, bursicon-stimulated, 4 h | inhibition, % at 9.99 µM | 380,000 compounds, 0.35% hits | AID 720647;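 active = drop in luminescence signal, shown as inhibition above about 50% in the replicate tests, limit read from the data, passing the limit was not always enough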;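 also: agonist challenge used bursicon conditioned medium at about half maximal strength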
# Numbers without * were called inactive; x = not tested or not shown; & = joins results of further samples.
SMILES,PGC1a acetyl inh,EWS-Fli block,PAX8 reporter,ERAP1 inh,FN deposit inh,S100A4 inh HTS,PglD inh,LGR2 inh
COc1ccc(S(=O)(=O)Nc2ccc3c(c2)C(=O)N([C@@H](C)CO)C[C@H](C)[C@H](CN(C)C(=O)C2CCCCC2)OCCCC[C@@H](C)O3)cc1,14,-1,-31,0,x,39,0,0
Cc1ccc(/C=N\NC(=O)Cc2noc3ccccc23)cc1,-8,-17,9,3,2,-7,-2,-20
CC(C)(C)C(=O)C(Cc1ccccc1Cl)n1cncn1 (stereo not given),-15,x,18,x,2,x,-1,x
O=C(Nc1ccccc1)Nc1ccc2c(c1)[C@H]1C[C@H](CC(=O)N3CCCCC3)O[C@H](CO)[C@H]1O2,-1,-9,-2,1,x,64,1,-3
CCCc1cc(C(=O)Nc2cc(C)ccc2O)no1,x,-40,-189,8,-7,-6,1,-68
CC(C)(C)c1ccc(OCC(O)CN2CCCC2)cc1 (stereo not given),-5,1,-27,2,-1,1,-3,-10
NS(=O)(=O)c1ccc(CCNC(=O)c2ccc(Br)s2)cc1,x,2,11,3,4,0,x,-5
C=CCc1cccc2cc(C(=O)Nc3ccc(S(=O)(=O)Nc4nnc(CC)s4)cc3)c(=O)oc12,x,9,3,-4,6,-2,x,7
CC(=O)N(C)C[C@H]1Oc2ncc(-c3ccc(C(=O)N(C)C)cc3)cc2C(=O)N([C@@H](C)CO)C[C@H]1C,0,-17,-7,2,x,21,0,-9
O=C(CC(NC(=O)c1ccccc1)c1ccccc1)Nc1ccc(F)c(F)c1 (stereo not given),-14,24,29,-5,x,2,x,9
CC1(C(=O)NCc2cccs2)CCN1C(=O)Cc1ccc(Cl)cc1Cl (stereo not given),15,4,4,4,10,2,-4,0
COC(=O)C1=C/CCCN(C(c2ccccc2)c2ccccc2)/C=C\1C(=O)OC,x,0,-2,0,x,-4,x,17

# Another view of some results above:
# Results follow in this order: PGC1a acetyl inh	EWS-Fli block	PAX8 reporter	ERAP1 inh	FN deposit inh	S100A4 inh HTS	PglD inh	LGR2 inh
CC(C)(C)c1ccc(OCC(O)CN2CCCC2)cc1 (stereo not given)
 : -5	1	-27	2	-1	1	-3	-10
NS(=O)(=O)c1ccc(CCNC(=O)c2ccc(Br)s2)cc1
 : x	2	11	3	4	0	x	-5
C=CCc1cccc2cc(C(=O)Nc3ccc(S(=O)(=O)Nc4nnc(CC)s4)cc3)c(=O)oc12
 : x	9	3	-4	6	-2	x	7

# The results go on:
SMILES,PGC1a acetyl inh,EWS-Fli block,PAX8 reporter,ERAP1 inh,FN deposit inh,S100A4 inh HTS,PglD inh,LGR2 inh
O=C(C[C@H]1C[C@@H]2c3cc(NC(=O)c4cccnc4)ccc3O[C@@H]2[C@@H](CO)O1)NCc1ccc(Oc2ccccc2)cc1,-14,-10,23,-1,x,-14,0,10
O=C(CSc1ccc(Cl)cc1)Nc1cccc(-c2nc3ccccc3[nH]2)c1,x,1,-74,x,2,x,x,-20
COc1cccc2c(=O)n(CC(=O)N3CCc4ccccc43)ccc12,x,-2,15,1,9,2,4,15
CC(=O)c1ccc(NC(=O)C(C)NCc2ccccc2Cl)cc1 (stereo not given),2,-6,-32,-2,3,-1,5,-24
CCNC(=O)C[C@H]1CC[C@H]2[C@H](COc3ccc(NC(=O)c4ccc(C(F)(F)F)cc4)cc3C(=O)N2C)O1,-5,-3,-7,-1,16,-10,1,14
O=C(O)c1cccc(NC(=S)N/N=C/c2c[nH]c3ccccc23)c1,x,29,15,-30,-3,3,8,76*
Cc1cc(C)n(-c2nc(C(F)(F)F)nc3ccccc23)n1,-1,-8,9,0,6,3,-2,-5
O=C(NCC[C@H]1CC[C@@H](NS(=O)(=O)c2ccc(F)cc2)[C@@H](CO)O1)Nc1ccc(F)cc1,-3,-14,3,2,2,-2,1,-14
Cc1cc(O)c(S(=O)(=O)c2ccccc2)c(C)c1NS(=O)(=O)c1ccccc1,-14,16,-28,0,-17,-2,-2,-11
CCCCOc1ccc(C(=O)Nc2ccc(OCC(=O)N3CCOCC3)cc2)cc1,x,-15,x,3,-12,2,1,-15
COc1cc(/C=C2/C(=O)NN(c3ccc(F)cc3)C2=O)cc(Cl)c1O,-1,-2,-10,2,2,-15,-7,-13
CNC[C@@H]1Oc2ccc(NS(C)(=O)=O)cc2CC(=O)N([C@H](C)CO)C[C@@H]1C,-1,-5,-7,5,x,0,2,10
CCCCOC(=O)Nc1sc2c(c1C(=O)OC)CCC2,2,x,x,x,-10,x,-3,4
CCCCNC(=O)N(c1c(N)n(Cc2ccccc2)c(=O)[nH]c1=O)C1CCCC1,x,1,5,3,x,0,x,6
CS(=O)(=O)c1ccc(C(=O)Nc2ccc(N3CCOCC3)cc2)c(Cl)c1,-14,-12,0,-1,-4,1,7,4
O=C(/C=C/c1ccc(F)cc1)NCC1(c2ccccc2)CCOCC1,1,12,18,0,8,-2,5,21
Cc1ccc(C(=O)c2ccccc2C(=O)OCC(=O)N2CCCC2)cc1,4,-33,-62,-3,-28,-13,3,-19
COc1cc(/C=C/C(=O)OCC(=O)NCCC2=CCCCC2)cc(OC)c1OC,x,-2,-7,-2,x,-3,x,10
COc1ccc2c(c1)c(C(=O)O)c(C)n2CCc1ccc(OC)c(OC)c1,-8,-1,19,0,1,-3,0,4
CS(=O)(=O)c1ccc(C(=O)Nc2nc(-c3ccco3)c(-c3ccco3)s2)cc1,-7,-8,-13,2,2,-3,-6,-4
CC(NC(=O)COC(=O)c1ccc([N+](=O)[O-])s1)c1ccccc1 (stereo not given),2,x,24,x,1,x,-9,16
O=C1c2ccccc2C(c2nnnn2-c2ccc3c(c2)OCCO3)N1Cc1cccs1 (stereo not given),x,-3,5,x,0,0,x,2
CCC1CCCCN1CCNC(=O)C1CCN(S(=O)(=O)c2cccc3nsnc23)CC1 (stereo not given),2,-8,-15,-2,-22,-2,-7,-1
Cc1ccc(S(=O)(=O)N(C)C[C@@H]2Oc3ccc(NC(=O)Nc4c(C)noc4C)cc3CC(=O)N([C@H](C)CO)C[C@@H]2C)cc1,-2,-3,-11,0,x,17,0,16
COc1ccccc1N(CC(=O)N/N=C(\C)c1ccccc1O)S(=O)(=O)c1ccc(C)cc1,-6,6,21,1,2,5,1,4
COC(=O)[C@]12CCCCC=C1N(Cc1ccccc1)C(=O)[C@H](CC(=O)NCc1ccc(OC)c(OC)c1)C2,x,-8,-2,x,x,-1,x,-2
CO[C@@H]1CN(C)C(=O)c2ccc(NC(=O)c3ccccc3F)cc2OC[C@@H](C)N(C(=O)c2ccccc2F)C[C@H]1C,6,11,x,-1,4,-16,3,-6
O=C(Nc1ccc(F)cc1)N[C@H]1CC[C@@H](CC(=O)N2CCCCC2)O[C@H]1CO,4,-3,-3,1,x,5,5,12
COc1ccccc1CNC(=O)c1cc(-c2ccccc2C)n(CC2CC(c3cccc([N+](=O)[O-])c3)=NO2)n1 (stereo not given),-12,27,11,-2,5,2,-5,-26
CC(C)C(c1nnnn1Cc1ccco1)N1CCN(c2cccc(Cl)c2)CC1 (stereo not given),-6,x,8,x,10,x,10,x
CSc1nsc(SC)c1C(N)=O,x,1,12,x,-2,0,x,-6
COc1ccc(OCCCC(=O)Nc2ccc(N3CCOCC3)cc2)cc1,-1,3,-1,0,-2,-5,-3,11
Cc1cc(SCC(=O)N2CCCC2=O)nc2c(C)cccc12,x,-1,-9,-3,5,4,-1,1
O=c1[nH]ncc(N2CCCCC2)c1Cl,0,x,-14,x,5,x,x,-19
COc1ccc(S(=O)(=O)Nc2ccc3c(c2)C(=O)N([C@@H](C)CO)C[C@@H](C)[C@H](CN(C)Cc2ccc(C(F)(F)F)cc2)OCCCC[C@H](C)O3)cc1,-3,19,96*,2,3,30,-2,3
CCCN1CCc2c(sc(NC(=O)c3ccc(S(=O)(=O)N(C)c4ccccc4)cc3)c2C(N)=O)C1,x,x,x,-1,x,4,1,1
C[C@@H]1CN([C@H](C)CO)C(=O)c2cc(NC(=O)CCCN(C)C)ccc2O[C@@H](C)CCCCO[C@@H]1CN(C)C(=O)c1ccccc1,5,-3,-2,-1,-5,-9,0,-2
O=C1NC(=O)C(c2ccccc2)(c2ccc(Cl)cc2Cl)N1 (stereo not given),-6,-2,23,-3,1,-6,0,0
COc1ccc(S(=O)(=O)Nc2ccc3c(c2)C(=O)N([C@@H](C)CO)C[C@H](C)[C@H](CN(C)C(=O)Nc2c(C)noc2C)OCCCC[C@@H](C)O3)cc1,5,22,-15,1,6,-3,0,-9
Cn1nc(-c2ccccn2)nc2c(=O)n(C)c(=O)nc1-2,80*,37,105*,16,13,-12,6,103*
Cc1noc(C)c1S(=O)(=O)Nc1ccc2c(c1)C(=O)N([C@H](C)CO)C[C@@H](C)[C@H](CN(C)C(=O)Nc1ccc(C(F)(F)F)cc1)OCCCC[C@@H](C)O2,6,12,87*,1,x,-16,-1,12
CCN(CC(=O)NCc1ccc(F)cc1)C(=O)c1ccc(Cl)cc1,-7,-4,-3,-10,6,-1,1,2
Cc1ccccc1C(=O)Nc1nnc([C@@H]2C[C@H](O)[C@@H](CO)O2)s1,0,-3,x,4,0,-5,8,6
O=C(Cc1ccncc1)Nc1ccc2c(c1)[C@@H]1C[C@@H](CC(=O)NC3CCCCC3)O[C@H](CO)[C@@H]1O2,-4,10,-3,-1,x,-6,1,13
CN(c1ccc(C(=O)N2CCOCC2)cc1)S(=O)(=O)c1cccs1,x,4,-11,-6,0,-5,1,-6
CCN1[C@@H]2c3ccc(-c4ccccc4)c(=O)n3C[C@@H]2[C@@H](CO)[C@@H]1C(=O)NCC(F)(F)F,x,-5,2,-1,x,31,-4,-3
Cc1ccc(C)c(OCc2cc(C(=O)NC(C)c3cnn(C)c3)no2)c1 (stereo not given),-9,x,-18,-3,-8,-1,-5,2
C[C@H](CO)N1C[C@H](C)[C@H](CN(C)C(=O)Nc2ccccc2)Oc2ccc(NC(=O)Cn3cnnn3)cc2C1=O,1,-10,x,4,x,4,0,1
COc1ccc(C(=O)Nc2cnn(Cc3c(F)cccc3Cl)c2)cc1OC,-11,-12,-21,3,0,-4,3,-43
COc1ccc(C(=O)C2CCCN(Cc3cccn3-c3ccccn3)C2)cc1F (stereo not given),-6,17,7,-2,x,2,-1,24
CN(C)CCCNC(=O)C[C@@H]1CC[C@@H](NC(=O)Cc2cccnc2)[C@H](CO)O1,-7,-31,7,2,-10,0,0,-16
C[C@@H]1CCCCO[C@@H](CN(C)Cc2ccc(C(=O)O)cc2)[C@@H](C)CN([C@H](C)CO)C(=O)c2cc(NS(=O)(=O)c3cccs3)ccc2O1,0,-3,7,0,x,7,1,0
C/C(=N\NC(=O)c1ccn(C)n1)c1ccc(NC(=O)C2CCCC2)cc1,5,x,-27,x,x,x,-1,-10
O=C(C[C@H]1CC[C@H]2[C@@H](COC[C@H](O)CN2C(=O)Nc2ccc(C(F)(F)F)cc2)O1)NCC1CCCCC1,-8,x,x,1,-9,-2,1,12
COc1ccc(/C=N/NC(=O)c2ccc3c(c2)OCO3)cc1,-2,-4,-82,-1,0,0,4,8
CCCCc1nnc(SC(C)C(=O)Nc2nccs2)n1C (stereo not given),-5,x,23,1,x,4,0,-2
Cc1ccc(NC(=S)N2CCC(C(N)=O)(N3CCCCC3)CC2)c(C)c1,-2,7,14,-1,6,-4,-2,5
CC(C)C#Cc1ccc2c(c1)O[C@@H](CN(C)C(=O)c1cnccn1)[C@@H](C)CN([C@@H](C)CO)S2(=O)=O,-4&-19&2,3&-2&5,-5,0&-2&-2,3&0,-4&0&5,10&5&4,8&1
